Screening results as filed in PubChem.
SUMO HTRF inh: inhibitors of in vitro SUMOylation cascade, primary screen, biochemical, HTRF, uHTS. HTRF SUMOylation assay, SAE1/SAE2 + UBC9. inhibition, % at 35 µM. 0.36% of 290,000 active; in the data active = inhibition above about 50%, passing the limit was not always enough; also: strong numbers were not always called active
IDE inh: human IDE inhibitors in live cells, primary screen, fluorescence polarization, HEK cells, FAbetaB substrate. FAbetaB cleavage. inhibition, % at 5.59 µM. 0.41% of 320,000 active;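 active = percent inhibition above the average of all tested compounds plus 3 SD, set per screening campaign, cut at about 16% in these data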;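 also: IDE supplied by intact live HEK cells; FP after avidin binding of uncleaved biotin substrate so inhibition keeps polarization high; 0% = DMSO wells and 100% = 60 µM reference IDE inhibitor Ii1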
VIM-2 inhibitor: VIM-2 metallo-beta-lactamase inhibitors, primary screen, biochemical, epi-absorbance readout, Pseudomonas aeruginosa enzyme; purified VIM-2, nitrocefin hydrolysis, epi-absorbance fluorescence; 0.89% of 290,000 active; inhibition, % at 5.6 µM;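 active = inhibition above the mean of all tested compounds plus 3 SD, cutoff set per screening run, cut at about 7.5% in these data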;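 also: red hydrolysis product quenches plate fluorescence so inhibitors raise well fluorescence; 0% = enzyme with DMSO and 100% = DMSO without enzyme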
pCIP destab: p/CIP-EGFP fusion destabilizers, primary screen, fluorescence, F442A cells | decrease of EGFP signal, % at 10 µM | AID 1984, 2009 | 16 h | 0.01% of 290,000 active;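 active = EGFP signal decrease of at least 30% at 10 µM or well 3 SD below plate mean, unless failing retest; inactive = the rest, including hits failing retest or dose response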; also: some compounds called inactive have numbers as strong as hits; many of its hits are not listed in these tables
Target sequence (Q05BA5 1-1403): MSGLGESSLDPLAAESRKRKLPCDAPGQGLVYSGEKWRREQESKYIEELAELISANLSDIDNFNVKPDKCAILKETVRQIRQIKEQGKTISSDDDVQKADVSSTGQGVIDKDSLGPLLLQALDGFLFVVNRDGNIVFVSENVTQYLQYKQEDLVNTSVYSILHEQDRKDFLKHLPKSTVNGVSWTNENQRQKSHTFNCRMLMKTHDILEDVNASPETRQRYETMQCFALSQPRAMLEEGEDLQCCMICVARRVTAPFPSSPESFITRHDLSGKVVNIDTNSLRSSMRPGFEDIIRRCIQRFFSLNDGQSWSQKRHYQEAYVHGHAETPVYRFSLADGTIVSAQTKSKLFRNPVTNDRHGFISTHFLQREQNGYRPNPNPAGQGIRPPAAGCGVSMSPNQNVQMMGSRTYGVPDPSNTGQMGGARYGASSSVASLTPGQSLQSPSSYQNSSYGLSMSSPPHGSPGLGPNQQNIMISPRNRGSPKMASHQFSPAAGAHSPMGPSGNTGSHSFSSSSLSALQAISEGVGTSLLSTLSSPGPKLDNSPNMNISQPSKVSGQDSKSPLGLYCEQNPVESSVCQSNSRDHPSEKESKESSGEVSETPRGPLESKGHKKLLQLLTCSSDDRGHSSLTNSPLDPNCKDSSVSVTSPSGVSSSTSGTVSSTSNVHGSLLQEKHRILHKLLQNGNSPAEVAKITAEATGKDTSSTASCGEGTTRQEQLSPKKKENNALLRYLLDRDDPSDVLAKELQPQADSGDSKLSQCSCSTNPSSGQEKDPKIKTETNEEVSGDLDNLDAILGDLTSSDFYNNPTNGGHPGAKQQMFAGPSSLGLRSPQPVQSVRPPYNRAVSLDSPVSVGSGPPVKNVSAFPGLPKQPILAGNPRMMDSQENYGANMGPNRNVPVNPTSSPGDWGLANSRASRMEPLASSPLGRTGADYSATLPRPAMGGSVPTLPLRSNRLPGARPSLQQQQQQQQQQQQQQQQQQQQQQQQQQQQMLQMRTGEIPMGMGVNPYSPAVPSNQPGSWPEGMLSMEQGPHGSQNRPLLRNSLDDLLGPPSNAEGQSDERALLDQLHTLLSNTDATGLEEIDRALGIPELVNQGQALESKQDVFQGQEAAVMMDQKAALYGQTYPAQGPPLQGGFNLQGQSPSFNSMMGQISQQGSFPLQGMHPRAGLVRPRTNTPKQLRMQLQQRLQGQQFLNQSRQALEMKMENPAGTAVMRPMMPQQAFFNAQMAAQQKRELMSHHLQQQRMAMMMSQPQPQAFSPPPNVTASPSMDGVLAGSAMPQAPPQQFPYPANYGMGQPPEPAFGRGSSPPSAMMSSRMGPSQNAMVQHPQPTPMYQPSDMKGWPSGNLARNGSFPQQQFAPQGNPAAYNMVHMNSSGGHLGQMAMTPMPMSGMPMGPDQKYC
NS3 helicase inh: inhibitors of HCV NS3 helicase, primary screen, biochemical, Cy5 molecular beacon fluorescence; NS3 helicase DNA unwinding; inhibition, % at 10.9 µM; 0.56% of 290,000 active;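 active = inhibition above the mean of all tested compounds plus 3 SD, set per campaign, cut at about 35% in these data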;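 also: 0% = DMSO wells and 100% = thioflavine S control wells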
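Compound dosing – single dose, 10.9 µM nominal final, DMSO 0.8% final · System – NS3 helicase fragment of HCV · Buffer or medium – MOPS pH 6.5, MgCl2, DTT, Tween20, BSA · Signal – Cy5 beacon fluorescence read at start and 1 h · Also added – annealed dual-labelled DNA beacon duplex, ATP-started · Schedule – 1 h at 25 °C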
DNA FID counter: compounds displacing fluorescent DNA intercalator, primary screen, artefact control for HCV NS3 helicase inhibitor project, biochemical, FID fluorescence; DNA fluorescent intercalator displacement; inhibition, % at 7.9 µM; 0.17% of 290,000 active; AID 1845, 2009; in the data active = inhibition above about 37%;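 also: 0% = vehicle and 100% = reference compound; higher means more ethidium bromide displaced from hairpin DNA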
IMP-1 inh: IMP-1 metallo-beta-lactamase inhibitors, primary screen, biochemical, epi-absorbance readout, Pseudomonas aeruginosa enzyme | purified IMP-1, nitrocefin hydrolysis, epi-absorbance fluorescence | AID 1556, 2009 | metallo-beta-lactamase IMP-1 (Pseudomonas aeruginosa) | inhibition, % at 5.6 µM | 0.45% of 290,000 active;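 active = inhibition above the mean plus 3 SD of all compounds in the same screening run, cut at about 4.5% in these data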;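 also: 0% = IMP-1 with DMSO and 100% = DMSO wells lacking enzyme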
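system = purified recombinant IMP-1 beta-lactamase | amount = 0.2 nM IMP-1, as dispensed | medium = HEPES buffer pH 7.1 with ZnSO4 and Brij 35 | times = 25 °C, 15 min preincubation, 25 min reaction | detection = plate fluorescence quenching by hydrolysis product, ex 480/em 530 nm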
PfM18AAP inh: PfM18AAP inhibitors, malaria aminopeptidase, primary screen, biochemical, QFRET, recombinant enzyme. H-Glu-NHMec fluorogenic cleavage. inhibition, % at 7.35 µM. 1.2% of 290,000 active. AID 1822, 2009;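 active = inhibition above the campaign mean inhibition over all tested compounds plus 3 SD, cut at about 28% in these data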;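 also: 0% = plate median of test compound wells and 100% = 2 mM ZnCl2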
IDE cell activ: human IDE activators in live cells, primary screen, fluorescence polarization, HEK cells, FAbeta-B substrate; Insulin-degrading enzyme (Homo sapiens), P14735; FAbeta-B cleavage; 0% vehicle, 100% cell-free pure enzyme wells; activation, % at 5.96 µM; 0.073% of 340,000 active;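 active = activation above the mean of all tested compounds plus 3 SD, set per screening campaign, cut at about 17% in these data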
* = called active by the depositor; / = no result given.

The opening ten records (preview)
SMILES	SUMO HTRF inh	IDE inh	VIM-2 inhibitor	pCIP destab	NS3 helicase inh	DNA FID counter	IMP-1 inh	PfM18AAP inh	IDE cell activ
O=C(NNC(=O)c1cccnc1)Nc1cccc(Cl)c1Cl	-5	3	-2.1	-3	-8	0	-1.0	-5	3
COc1cccc(C2C(C(=O)c3ccc(C)o3)=C(O)C(=O)N2CCCN(C)C)c1 (stereo unspecified)	/	/	-2.0	/	0	-2	-3.5	1	/
CC(C)c1ccc(/C=C2\C(=O)N(CCN3CCOCC3)C(=S)N2C)cc1	-10	2	-1.1	6	10	-7	-4.0	-3	/
CCc1nc2ccccc2n(CCOCCOCCn2c(=O)c(CC)nc3ccccc32)c1=O	2	3	1.3	8	-1	-14	-0.3	0	1
O=C(Cc1c[nH]c2ccccc12)N/N=C/c1ccccc1O	14	-17	-0.3	-13	-8	-10	-3.1	-4	7
O=C(Nc1ccccc1)N1CCN(c2nc(-c3ccccc3)ns2)CC1	6	14	-1.6	-5	-25	-23	-1.7	0	-26
CC(C)C(=O)Nc1nc2c(ncn2C2CC(O)C(CO)O2)c(=O)[nH]1 (stereo unspecified)	14	-3	0.0	-1	1	4	1.0	-10	2
CN(c1ccccc1)S(=O)(=O)c1ccc(C(=O)NCC2CCCO2)cc1 (stereo unspecified)	10	0	-0.8	-4	-1	-7	-4.6	2	0
COc1ccccc1N=Nc1nc(-c2ccccc2)c(-c2ccccc2)[nH]1	-6	3	-7.7	-2	5	-4	-2.7	0	-1
C/C(=N\NC(=S)Nc1cccc(C)c1)c1cccc(N)c1	12	1	0.0	4	-6	-6	-4.2	11	-1

The whole of this part, from the first entry:
SMILES	SUMO HTRF inh	IDE inh	VIM-2 inhibitor	pCIP destab	NS3 helicase inh	DNA FID counter	IMP-1 inh	PfM18AAP inh	IDE cell activ
O=C(NNC(=O)c1cccnc1)Nc1cccc(Cl)c1Cl	-5	3	-2.1	-3	-8	0	-1.0	-5	3
COc1cccc(C2C(C(=O)c3ccc(C)o3)=C(O)C(=O)N2CCCN(C)C)c1 (stereo unspecified)	/	/	-2.0	/	0	-2	-3.5	1	/
CC(C)c1ccc(/C=C2\C(=O)N(CCN3CCOCC3)C(=S)N2C)cc1	-10	2	-1.1	6	10	-7	-4.0	-3	/
CCc1nc2ccccc2n(CCOCCOCCn2c(=O)c(CC)nc3ccccc32)c1=O	2	3	1.3	8	-1	-14	-0.3	0	1
O=C(Cc1c[nH]c2ccccc12)N/N=C/c1ccccc1O	14	-17	-0.3	-13	-8	-10	-3.1	-4	7
O=C(Nc1ccccc1)N1CCN(c2nc(-c3ccccc3)ns2)CC1	6	14	-1.6	-5	-25	-23	-1.7	0	-26
CC(C)C(=O)Nc1nc2c(ncn2C2CC(O)C(CO)O2)c(=O)[nH]1 (stereo unspecified)	14	-3	0.0	-1	1	4	1.0	-10	2
CN(c1ccccc1)S(=O)(=O)c1ccc(C(=O)NCC2CCCO2)cc1 (stereo unspecified)	10	0	-0.8	-4	-1	-7	-4.6	2	0
COc1ccccc1N=Nc1nc(-c2ccccc2)c(-c2ccccc2)[nH]1	-6	3	-7.7	-2	5	-4	-2.7	0	-1
C/C(=N\NC(=S)Nc1cccc(C)c1)c1cccc(N)c1	12	1	0.0	4	-6	-6	-4.2	11	-1

An excerpt of these results, as a markdown table:
| SMILES | SUMO HTRF inh | IDE inh | VIM-2 inhibitor | pCIP destab | NS3 helicase inh | DNA FID counter | IMP-1 inh | PfM18AAP inh | IDE cell activ |
| --- | --- | --- | --- | --- | --- | --- | --- | --- | --- |
| COc1ccccc1N=Nc1nc(-c2ccccc2)c(-c2ccccc2)[nH]1 | -6 | 3 | -7.7 | -2 | 5 | -4 | -2.7 | 0 | -1 |
| O=C(Nc1ccccc1)N1CCN(c2nc(-c3ccccc3)ns2)CC1 | 6 | 14 | -1.6 | -5 | -25 | -23 | -1.7 | 0 | -26 |

(continued)
SMILES	SUMO HTRF inh	IDE inh	VIM-2 inhibitor	pCIP destab	NS3 helicase inh	DNA FID counter	IMP-1 inh	PfM18AAP inh	IDE cell activ
NC(=S)N/N=C/c1coc2ccc(Cl)cc2c1=O	8	5	-4.3	-12	-12	-3	-2.0	24	1
Cn1c(=O)oc2cc(S(=O)(=O)N3CCC(N4CCCCC4)CC3)ccc21	4	0	-0.4	0	-2	3	-1.6	6	7
Cc1nc2ccccc2nc1OCC(=O)N1CCN(c2ccccc2)CC1	2	9	-2.0	7	-2	-5	-3.9	-4	5
CCOC(=O)C1C(C(=O)OCC)C1(c1ccccc1)c1ccccc1 (stereo unspecified)	-4	8	3.5	-4	-4	-29	-2.3	-4	1
Cc1ccc(C(=O)Nc2ccccc2C(=O)N2CCOCC2)cc1[N+](=O)[O-]	1	6	-3.4	2	5	-5	-3.5	2	-1
CCC(NC(=O)Nc1ncccc1C)(C(F)(F)F)C(F)(F)F	20	6	-0.7	-3	-1	-4	-4.8	1	5
Cc1cc(C(=O)COc2ccc([N+](=O)[O-])cc2)c(C)n1C1CC1	19	0	-0.2	-20	3	-5	-1.7	-10	0
COc1ccccc1CNC(=O)[C@@H]1CCCN1C(=O)[C@@H]1Cc2ccccc2CN1C(=O)OC(C)(C)C	2	11	-2.3	-11	9	-48	-2.9	-2	-4
C[C@@H]1NC(=O)[C@H](CCC(=O)O)NC(=O)c2cc([N+](=O)[O-])cc(F)c2NCCC[C@@H](C(N)=O)NC1=O	1	0	-2.1	-2	2	-5	-3.8	2	5
O=C(COc1ccc(Cl)cc1Cl)NNC(=O)c1cccnc1	-2	8	-3.0	-12	-4	-11	-2.9	9	5
CN(C)c1nc(N)nc(CSc2nnnn2-c2ccc(C(=O)O)cc2)n1	-6	-7	-2.2	-8	-3	-1	-2.3	-5	8
COCCOc1ccc(C(F)(F)F)cc1NC(=O)c1ccc(C(F)(F)F)cc1	14	6	-1.6	-4	-4	1	-2.7	0	0
CCc1cccc(CC)c1NC(=O)/C(C#N)=C/c1ccccc1C(F)(F)F	-11	1	-4.7	-6	-3	3	-2.6	-2	1
O=C(CSc1ccccn1)Nc1nncs1	6	-1	0.6	0	4	6	1.0	17	2
Fc1ccc(-c2nc3n(n2)Cc2ccccc2-3)cc1	12	0	1.5	6	-8	2	-3.8	4	-8
Cc1occc1C(=O)Nc1cccc([N+](=O)[O-])c1	10	2	-0.5	-2	3	-10	0.0	-16	1
CCC(C(=O)N1CCN(c2ncccn2)CC1)c1ccccc1 (stereo unspecified)	20	4	-2.7	-2	10	-24	-3.1	5	1
N#Cc1cc([N+](=O)[O-])ccc1NC(=O)COC(=O)C12CC3CC(CC(C3)C1)C2	-12	-2	-0.6	1	9	6	-0.2	-9	/
COc1cc(OC)c(NC(=O)c2sc3ncn(CC(=O)N4CCOCC4)c(=O)c3c2C)cc1Cl	10	0	-1.9	7	1	-3	-1.3	-1	4
Cc1ccc(N2C(=O)CSC2c2cccs2)cc1 (stereo unspecified)	17	-5	-0.8	-14	-1	-6	-2.7	-2	4
O=C(COc1ccc(Cl)cc1)Nc1nc(-c2ccncc2)cs1	3	1	-0.9	-15	15	-17	-1.8	35*	-13
Cc1n[nH]c(C)c1Sc1ccccc1[N+](=O)[O-]	1	-6	-3.5	0	-2	6	-4.3	1	3
Cc1ccc(C(=O)Nc2cc(C)nn2CCC#N)cc1	-4	2	-1.8	-3	12	-7	-2.1	3	-2
COC(=O)c1[nH]nc2c1C(=O)N(Cc1ccccc1)C2=O	6	-3	-2.9	-1	-7	1	-3.4	12	1
COCCN(Cc1nc(-c2ccc(C(F)(F)F)cc2)no1)C(C)C	13	2	-1.0	-15	-10	-4	-1.5	-6	2
COC(=O)c1cccc(S(=O)(=O)N2CCCC2)c1	-5	-2	-1.2	1	-7	-5	-1.2	-12	-3
COc1ccccc1Oc1ccc(NC(=O)c2ccccc2)cc1	4	11	-1.5	-3	-29	-10	-2.2	2	6
CCOC(=O)c1ccc(-c2ccc(/C=C(\C#N)C(=O)NCc3cccs3)o2)cc1	32	3	-2.7	-7	2	1	-3.6	-10	2
CCOCCSC1=C(C#N)C(c2cccs2)C(C(C)=O)=C(C)N1 (stereo unspecified)	10	-2	2.0	-2	0	-15	-3.8	-5	5
COc1cccc(CNC(=O)C2CCCN(c3ncnc4c3nc3n4CCCCC3)C2)c1 (stereo unspecified)	/	9	-2.2	4	4	-39	-1.0	-4	-3
CC(C)=CC/C=C1\CCC(C(=O)O)C(C(=O)O)C1 (stereo unspecified)	6	3	-2.9	-3	6	-3	-1.5	0	-1
COc1ccccc1CC(=O)Nc1ccc([N+](=O)[O-])cc1OC	15	5	-0.8	-17	-4	-1	-3.4	0	-4
O=C(N/N=C/c1cn(-c2ccccc2)nc1-c1cccs1)c1ccc(Cl)cc1	-6	4	-3.1	3	-4	9	2.5	7	0
CCCCn1c(NC(=O)c2ccccc2Cl)c(C#N)c2nc3ccccc3nc21	/	2	-1.6	-22	47*	-16	-0.5	19	4
CN(CC(=O)Nc1cccc(C#N)c1)Cc1ccc(Cl)cc1	-12	8	0.3	-3	-20	6	-1.4	-8	4
CC(=O)c1cccc(N(C(=O)CNC(=O)c2ccco2)C(C(=O)NC2CCCC2)c2ccc(C)o2)c1 (stereo unspecified)	4	7	-5.2	-10	10	-28	-1.4	-2	2
CC(C)n1c(SCC(=O)N2c3ccccc3Sc3ccccc32)nc2c1c(=O)n(C)c(=O)n2C	10	/	-1.7	-1	-4	-1	-4.0	-2	-4
COc1ccc(C/C(C)=N/Nc2nc(C)cc(=O)[nH]2)cc1	0	-1	-1.1	-2	-3	-13	0.8	31*	4
CCc1ccc(NC(=O)CSc2nnc(SCC(=O)Nc3ccc(CC)cc3)n2N)cc1	14	-2	-3.0	-1	-2	-3	-4.8	1	2
Cc1csc(NC(=O)c2cccc(S(=O)(=O)N3CCCCC3)c2)n1	14	4	-3.0	-2	-8	-8	2.1	-3	4
Cc1nn(-c2ccccc2)c(C)c1NC(=O)COC(=O)c1ccc(O)cc1O	3	/	-1.1	-7	-7	-20	-0.1	-4	4
C=CCNC(=O)c1cc(Cl)ccc1Cl	14	0	-2.9	-12	-6	1	-1.7	1	5
CCOC(=O)c1cnc(-c2ccccc2)nc1N1CC(C)OC(C)C1 (stereo unspecified)	2	5	0.0	-14	2	-24	-1.1	2	2
CCOC(=O)C1(C)C=C(Nc2ccc(OCC)cc2)C(=O)N1c1ccccc1 (stereo unspecified)	-2	6	0.1	-1	25	-46	2.8	2	4
Cc1cc2ccccc2n1CCNC(=O)c1ccc(S(=O)(=O)N2CCOCC2)cc1	-29	1	-1.4	5	-22	-20	0.2	-2	4
N#CC(c1ccccc1)c1ccc(C(=O)c2ccc(F)cc2)cc1 (stereo unspecified)	-5	3	-1.9	6	-2	-10	-3.1	4	5
N#Cc1cccc(NC(=O)CN2NS(=O)(=O)c3ccccc3C2=O)c1	-4	-1	-0.2	4	-5	0	-4.6	5	5
Cn1ncc2c(N3CCN(c4ccc(Cl)c(Cl)c4)CC3)ncnc21	-6	5	-2.3	-45	4	-3	-3.5	-9	-4
